# Mito fusion yeast: inhibitors of mitochondrial division or activators of mitochondrial fusion; actives 0.23% (n = 320,000); S. cerevisiae fusion-defective mutant growth rescue, CellTiterGlo 48 h; AID 485298; Potency, µM (doses to about 46.1 µM), inactives show top-dose growth rescue (activation), actives largely listed as activators;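 note: potency is the fitted concentration of half-maximal effect; % of control where 0% means no effect; nearly all actives have a fitted effect of over 45% in size; temperature-sensitive fusion mutants such as fzo1-1 at 37 °C on non-fermentable ethanol glycerol medium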
#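 Temperature-sensitive fusion-defective S. cerevisiae (e.g. fzo1-1, mgm1-5) were grown with compound in YPEG medium (3% ethanol, 3% glycerol) for 48 hours at 37C. Growth rescue was measured as viability by CellTiterGlo luminescence after 10 minutes at ambient.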
# ELG1 repair inh: blocks ELG1-dependent DNA repair in HEK293T cells. HEK293T ELG1-luciferase reporter, luminescence, 16 h; DNA damage induced by 5-fluorouridine. Potency, µM (titrated, usually from 46.1 µM), inactives show at the highest dose activity change, negative = inhibition, usual class: inhibitors. actives 2.3% (n = 330,000); note: potency is the fitted concentration of half-maximal effect; % is set by controls: 0 for no effect and ±100 for the full control effect; nearly all actives have a fitted effect of over 55% in size
#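 Step one: seed 2,000 cells per well. Step two: pin-transfer compound or DMSO alongside 5-fluorouridine. Step three: incubate 16 hr, 37 °C, 5% CO2. Step four: add ONE-Glo, wait 30 min, read luminescence.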
# ASM inhibitor: inhibitors of human secretory acid sphingomyelinase; Potency, µM (highest dose often 57.5 µM), for inactives: at the highest dose activity change, negative = inhibition, usual class: inhibitors; placental ASM, HMU-PC fluorogenic substrate, 60 min; actives 0.006% (n = 340,000); P17405; note: potency is the fitted concentration of half-maximal effect
#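 HMU-PC0 cleavage (9 uM final) by human placental ASM, 60 min at 37 °C following 10 min compound exposure at RT; stopped at pH 10, fluorescence Ex 386/Em 447 nm.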
# BCR signal inh: chronic active BCR signaling inhibition | actives 0.05% (n = 340,000) | ABC-DLBCL IkBa-CBG/CBR reporter, luminescence ratio, 4 h | Potency, µM (doses to about 46.1 µM), inactives show at the top dose ratio change, negative = lower green/red ratio, usual class: inhibitors; active = well fitted inhibition curve with a large enough effect in the signal ratio, with a control signal flat, not every such curve was filed as active; inconclusive = small, poorly fitted or top-dose-only effect, or effect the other way, or a change in a side signal; the % refers to the signal ratio;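 note: potency is the fitted concentration of half-maximal effect; plate controls were basal doxycycline-induced cells for no effect and cells given 10 µM MG132 for full effect; MG132 reads +100%, hits lower the ratio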
#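 TMD8 human ABC-DLBCL cells with doxycycline-inducible IκBα–green luciferase fusion and unfused red luciferase, in 0.5% FBS medium; compounds up to 46 uM, 4 h at 37C. Green/red luminescence ratio, filter-overlap corrected, fitted to concentration-response curves.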
# TCR activator: T cell receptor activation; AID 504894; Potency, µM (doses to about 9.22 µM), for the others: at the top dose activation of IL-2 secretion, actives largely listed as activators; 330,000 tested, under 10 active; primary human leukocytes, anti-CD3, IL-2 HTRF, 48 h; note: % of control where 0% means no effect
#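 Readout: HTRF IL-2, Eu-cryptate/d2 antibody pair, 320nm excitation, 665nm emission. Stimulus: a-CD3 beads, no co-stimulation. Cells: primary human leukocytes. Exposure: 48 hr with compound.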
# a7 integrin act: integrin-mediated muscular dystrophy alleviation activation; AID 624291; alpha7betagal myoblasts, beta-gal FDG fluorescence, 48 h; actives 0.064% (n = 350,000); Potency, µM (doses to about 38.3 µM), for inactives: top-dose activation, usual class: activators;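 note: potency is the fitted concentration of half-maximal effect; 100% = response of the positive control SU9516; nearly all actives have a fitted effect of over 60% in size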
#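 Alpha7betagal+/- myoblasts (passage 13) were plated 16-24 hr, then exposed to compounds (1:260 dilution of DMSO stock) for 48 hours at 37C. After MPER lysis, β-galactosidase reporter activity was read as FDG fluorescence (ex 480/em 540) after 30 minutes.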
# TSHR antagonist: blocks TSH signaling through the human TSH receptor. P16473. actives 0.2% (n = 330,000). activity change, negative = inhibition, % at 11.5 µM. TSHR-expressing cells, TSH-stimulated cAMP HTRF, 2 h; hits give low values;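 active = activity change below a set negative limit, meaning inhibition stronger than a set level, cut at about -70% in these data; inconclusive = activity change between two set negative limits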; note: % is set by controls: 0 for no effect and ±100 for the full control effect
#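 Inhibition of cAMP made by TSHR-expressing cells under TSH stimulation (4nM final, EC80; 2 h, 37 deg C) is quantified with a one-step lysis HTRF kit, anti-cAMP cryptate versus cAMP-d2.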
# Tb PFK block: inhibitors of T. brucei phosphofructokinase; O15648; T. brucei PFK, ADP-Glo luminescence; Potency, µM (series often up to 57.5 µM), for the others: top-dose activity, negative = inhibition, hits mostly inhibitors; actives 0.17% (n = 330,000);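 note: potency is the fitted concentration of half-maximal effect; 0% = uninhibited 1x PFK enzyme wells and -100% = no-enzyme wells; nearly all actives have a fitted effect of over 60% in size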
# Target sequence (O15648 whole entry, looked up): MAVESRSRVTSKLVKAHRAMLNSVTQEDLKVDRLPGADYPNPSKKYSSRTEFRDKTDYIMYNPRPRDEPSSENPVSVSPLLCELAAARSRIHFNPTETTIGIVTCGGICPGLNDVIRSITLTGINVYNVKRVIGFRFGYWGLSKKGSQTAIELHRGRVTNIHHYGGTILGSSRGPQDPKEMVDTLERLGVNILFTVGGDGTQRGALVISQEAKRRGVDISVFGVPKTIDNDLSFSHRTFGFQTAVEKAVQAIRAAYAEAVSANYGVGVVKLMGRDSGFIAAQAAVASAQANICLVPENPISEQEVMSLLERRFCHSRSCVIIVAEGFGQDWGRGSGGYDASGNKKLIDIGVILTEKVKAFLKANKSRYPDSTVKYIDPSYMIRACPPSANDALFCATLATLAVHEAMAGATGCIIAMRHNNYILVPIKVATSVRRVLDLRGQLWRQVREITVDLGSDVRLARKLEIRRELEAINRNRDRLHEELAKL
#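 In TEA buffer at pH 8.0 with 5 mM MgCl2, enzyme (1.25 nM) converted F6P (0.5 mM) and ATP (0.1 mM) for 45 min at room temperature. ADP product was read by luciferase luminescence.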
# AT treatment: candidate therapy for ataxia-telangiectasia; […] A-T fibroblasts, KAP-1 phosphorylation AlphaLISA; neocarzinostatin DNA damage 30 min before lysis; Potency, µM (top dose mostly 57.5 µM), without a hit: top-dose activation, hits mostly activators; actives 0.19% (n = 320,000); AID 485349; note: potency is the fitted concentration of half-maximal effect; % of control where 0% means no effect; nearly all actives have a fitted effect of over 45% in size
#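 ATM-like activity read as KAP-1 phosphorylation via AlphaLISA donor/acceptor antibody pairs after lysis and 6 hr at 25C. Cells were ATM-null patient fibroblasts ([…], hTERT), dosed 60 min, then exposed to the DSB inducer NCS for 30 min.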
# Eya2 inh: blocks the phosphatase activity of human Eya2 | O00167 | recombinant Eya2, OMFP fluorescence dephosphorylation (OMFP is methylfluorescein phosphate) | Potency, µM (titrated, usually from 76.9 µM), for the others: at the top dose activity, negative = inhibition, actives largely listed as inhibitors | actives 0.006% (n = 330,000) | AID 488837; note: potency is the fitted concentration of half-maximal effect; % is set by controls: 0 for no effect and ±100 for the full control effect
# Target sequence (O00167 whole entry, looked up): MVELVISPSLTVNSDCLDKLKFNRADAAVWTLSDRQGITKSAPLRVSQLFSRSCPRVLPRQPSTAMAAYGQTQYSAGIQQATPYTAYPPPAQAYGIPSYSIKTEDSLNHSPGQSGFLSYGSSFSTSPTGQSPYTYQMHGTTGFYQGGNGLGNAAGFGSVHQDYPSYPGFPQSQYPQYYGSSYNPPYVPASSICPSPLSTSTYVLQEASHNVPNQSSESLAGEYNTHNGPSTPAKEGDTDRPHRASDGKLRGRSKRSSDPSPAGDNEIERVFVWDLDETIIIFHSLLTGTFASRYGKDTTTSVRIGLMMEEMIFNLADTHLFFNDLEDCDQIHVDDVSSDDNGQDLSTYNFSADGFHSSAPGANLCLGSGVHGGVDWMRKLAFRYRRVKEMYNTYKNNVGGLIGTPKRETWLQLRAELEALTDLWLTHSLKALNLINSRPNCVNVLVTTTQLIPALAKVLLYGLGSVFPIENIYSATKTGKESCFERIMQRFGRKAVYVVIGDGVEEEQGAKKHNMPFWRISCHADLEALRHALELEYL
#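 Eya2 protein (added as 0.2 uM solution) was preincubated with compound for 10 min at ambient temperature in 50 mM HEPES pH 7.5, 50 mM NaCl, 5 uM MgCl2, 0.05% BSA, 1 mM DTT. OMFP (added at 50 uM) then reacted 10 min; fluorescence read at 485/525 nm.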
# PTAP TSG101 blk: blocks PTAP/TSG101 interaction to inhibit HIV-1 budding. Q99816. Fluorescence polarization, FITC-PTAP peptide / Tsg101 binding. Potency, µM (top dose mostly 115 µM), without a hit: at the highest dose activity change, negative = inhibition, usual class: inhibitors. 340,000 tested, under 10 active; active = well fitted inhibition curve with a large enough effect in the main read-out, with a control signal flat, not every such curve was filed as active; inconclusive = small, poorly fitted or top-dose-only effect, or effect the other way, or a change in a side signal; inactive = no such curve, though single readings can be large or run the other way; note: potency is the fitted concentration of half-maximal effect; % of control where 0% means no effect
#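 Compounds were pin-transferred onto Tsg101 binding domain (10 uM final) in HEPES pH 7.5 buffer, then FITC-PTAP peptide was added at 50 nM final. After 20 min at RT, polarization reported peptide displacement across a qHTS concentration series.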
# Active calls of the source: *; u = inconclusive; x = not tested or not shown; & = joins results of further samples; [ ] = remark or other dose. Unless noted, calls come from the whole dose curve; as a rule, active = well fitted curve in the direction sought with a large enough effect; inconclusive = small, poorly fitted or top-dose-only effect, or another doubt; inactive = no such curve, though single readings can be large; an effect the other way counts as inactive or inconclusive. An unsorted share of the library; 3.2% or so of the library scored in one or more.
SMILES,Mito fusion yeast,ELG1 repair inh,ASM inhibitor,BCR signal inh,TCR activator,a7 integrin act,TSHR antagonist,Tb PFK block,AT treatment,Eya2 inh,PTAP TSG101 blk
O=C(COc1ccccc1Cl)N1CCNC1=O,-5%,3%,2%,-16%,-37%,-5%,16,12%,0%,-28%,-3%
CCc1ccc(C(=O)CSc2nc(N)cc(=O)[nH]2)cc1,-2%,-7%,-3%,0%,4%,15%,-6,0%,1%,10%,-4%
Cc1ccc(/C=C(\NC(=O)c2ccc(C)cc2)C(=O)NCCCn2ccnc2)cc1,16%,-1%,-3%,6%,-6%,14%,-2,2%,8%,-9%,0%
CCn1c(NC(=O)c2ccccc2)nc2ccccc21,2%,u,-3%,-17%,2%,-22%,1,-3%,-1%,6%,2%
CC1CCN(C(=O)c2ccc(N3C(=O)c4ccccc4C3=O)cc2)CC1,-1%,-6%,3%,1%,0%,17%,6,1%,4%,-7%,0%
O=C(CCC(=O)N1CCN(c2ccc(O)cc2)CC1)c1cccs1,-5%,-18%,4%,u,8%,-43%,4,-12%,1%,-2%,-3%
CCC/C(C)=C/c1ccc(CC)cn1,-1%,u,-4%,0%,-2%,10%,0,-20%,6%,-9%,0%
CCCNC(=O)N1CCC(n2nccc2NC(=O)CCOc2ccccc2)CC1,3%,22%,-2%,-1%,0%,21%,24,0%,-4%,-1%,2%
COc1ccc(-c2nc3c(c(SCC(=O)N4CCOCC4)n2)Cc2c(CO)cnc(C)c2O3)cc1,14%,1.3µM*,-4%,u,1%,12%,-135*,-1%,-12%,17%,-20%
O=C(Nc1cccnc1)C1CCN(S(=O)(=O)c2cccc3nonc23)CC1,-2%,-19%,-2%,-25%,x,19%,-1,-1%,x,-3%,-7%
COC(=O)c1ccc(CS(=O)(=O)c2ccc(C)cc2)cc1,0%,-7%,-1%,u,2%,0%,-4,1%,-3%,-2%,3%
O=C(CNCC1CCCO1)Nc1ccc([N+](=O)[O-])cc1C(=O)Nc1ccccc1F (stereo not given),2%,u,-1%,-12%,2%,23%,-3,0%,-2%,8%,-3%
CCCCOc1ccc(C(=O)O)cc1,4%,6%,0%,20%,-3%,-22%,0,-11%,-2%,20%,-1%
O=C(Nc1ncc2c(n1)-c1ccccc1CC2)c1cccc(Cl)c1,17%,u,0%,u,4%,34%,47,3%,-3%,-5%,-3%
CS(=O)(=O)N1N=C(c2cccs2)CC1c1ccc(Cl)o1 (stereo not given),-6%,u,2%,14%,0%,2%,-6,-4%,4%,-1%,-5%
CCc1ccc(C2CC(=O)NC(SCC(=O)OC(C)C)=C2C#N)cc1 (stereo not given),1%,-12%,-3%,u,2%,0%,-10,-12%,12%,-3%,-1%
CC(C)CCNC(=O)NC(=O)CSc1nnc2ccccn12,3%,u,-2%,-1%,-22%,-1%,14,4%,0%,-13%,-1%
CC(=O)NC1C(OCCOc2ccc(Cl)cc2Cl)OC(COC(C)=O)C(OC(C)=O)C1OC(C)=O (stereo not given),-1%,-24%,-1%,1%,-2%,6%,6,-5%,4%,-9%,0%
Cc1cc(C(=O)CN2C(=O)C(=O)N(C)C2=O)c(C)n1-c1cccc(S(=O)(=O)N2CCOCC2)c1,0%,8%,1%,-1%,3%,-9%,-1,3%,38%,-20%,-10%
CCCn1c(SCC(=O)Nc2nccs2)nnc1-c1cccnc1,-1%,4%,2%,0%,0%,2%,6,-5%,7%,-3%,-7%
Cn1c(=O)c2[nH]c(N3CCN(c4cccc(O)c4)CC3)nc2n(C)c1=O,4%,u,-2%,u,1%,-32%[inhibitor],-3,0%,0%,11%,-1%
Cc1csc(NC(=O)CSC2=NCCS2)n1,-3%,4%,0%,4%,-5%,-28%,59,-1%,8%,2%,-1%
O=c1[nH]c(SCc2nc3ccccc3c(=O)n2-c2ccccc2C(F)(F)F)nc2ccccc12,u,18µM*,-18%,-3%,5%[46.1 µM],1%,7,3%,0%,1%,-2%
O=C(C/C=N/OCc1ccc(F)cc1Cl)c1cnc(-c2ccccc2)s1,4%,5%,-9%,-13%,-11%,-2%,1,-2%,1%,9%,-1%
O=c1ccc2c(o1)/C(=C/C=C(Cl)Cl)CCC2,3%,u,131%[activator],u,-4%,9%,25,5%,16%,15%,-2%
N#Cc1ccc(N=c2ssnc2Cl)cc1,-1%&2%,u,0%&-2%,3%&-11%,-1%&8%,-7%&-72%,-4&24,u,-6%&-7%,-31%&-1%,-2%&-2%
Cc1cccc(NC(=O)CCn2c(=O)oc3ccccc32)c1,-3%,17%,12%,0%,3%,28%,9,-7%,0%,0%,-2%
COc1ccccc1-c1nnc(SCC(=O)N2CC(C)CC(C)C2)o1 (stereo not given),9%,-16%,-3%,1%,-5%,-27%,2,15%,1%,-25%,1%
CN(C)c1ccc(C(=O)c2ccc(N(C)C)c(N)c2)cc1N,0%,14%,-8%,-3%,-2%,3%,-15,0%,-2%,-6%,-1%
CCN(CC)S(=O)(=O)c1ccc(N2CCOCC2)c(NC(=O)c2ccc(NC(C)=O)cc2)c1,8%,3%,-3%,-22%,-5%,-10%,1,8%,-18%,8%,-1%
O=C(N/N=C/c1cnc(N2CCOCC2)s1)c1ccccc1,-1%,u,23%,u,-4%,0%,6,-18%,2%,-12%,-2%
CCOc1ccc(CCNC(=O)c2[nH]c(C)c(C(C)=O)c2CC)cc1OCC,-16%,u,1%,u,-3%,0%,-12,-3%,2%,-10%,0%
Cc1ccccc1NC(=O)Cn1c(=O)n(CC2CCCO2)c(=O)c2ccccc21 (stereo not given),-2%,u,5%,-11%,-3%,7%,47,-4%,15%,1%,2%
CC1CCCCN1S(=O)(=O)c1ccc2[nH]c(=O)cc(C(=O)NCCCN3CCCCCC3)c2c1 (stereo not given),-4%,6%,6%,3%,0%,-33%,0,1%,2%,2%,-2%
O=C(CN1CCN(c2ccccc2F)CC1)N1N=CCC1c1ccccc1 (stereo not given),0%,0%,6%,2%,-1%[46.1 µM],8%,-6,-1%,3%,4%,0%
CCC(C(=O)OCC(=O)Nc1ccc2[nH]c(=O)[nH]c2c1)c1ccccc1 (stereo not given),-7%,0%,1%,2%,-1%,15%,-1,u,10%,-6%,0%
COc1ccc(OC)c(NC(=O)c2cc3oc4ccccc4c3cc2O)c1,-1%,-7%,491%[activator],u,5%,16%,-22,0%,7%,13%,-1%
COc1cccc(-c2nnc(SCc3ccc(C#N)cc3)n2Cc2ccco2)c1,17%,u,-1%,u,9%,-1%,-12,-12%,-3%,3%,-2%
COCCCN1C(=O)CS/C1=N\S(=O)(=O)c1ccccc1,-8%,1%,3%,2%,-4%,-9%,-9,1%,-11%,3%,-2%
CSCC(=O)N1CCCC(N2CCN(c3ccc(F)cc3)CC2)C1 (stereo not given),2%,18%,4%,3%,-6%,12%,-11,2%,7%,13%,-3%
COc1cc2c(cc1OC)CN(CC(=O)Nc1ccccc1C(=O)NCc1ccccc1)CC2,-5%,23µM*,1%,0%,-1%,-9%,1,-1%,-2%,6%,-3%
COc1cccc(C(=O)NCCCn2ccnc2)c1,9%,-2%,-3%,2%,-8%,26%,14,3%,8%,7%,-3%
Cc1ccc(S(=O)(=O)NCCCN2CCCC2)cc1,0%,0%,-1%,-1%,4%,9%,-7,-5%,2%,-2%,-3%
COc1cc(NC(=O)c2nccnc2N)cc(C(=O)Nc2cccc(C(F)(F)F)c2)c1,8%,0%,110%,u,-3%,0%&-10%,-1,-4%,19%,u,-2%
Cc1ccc(N(C(=O)C2CCCC2)C2C=CS(=O)(=O)C2)cc1 (stereo not given),-2%,13%,0%,1%,3%,-21%,5,0%,4%,-18%,2%
CCOc1ccc(-n2nnnc2-c2nc3ccccc3s2)cc1,-3%,u,58%[activator],u,-6%[46.1 µM],14%,4,-1%,3%,-1%,3%

# Screening results from PubChem.
